Source: PubChem BioAssay (National Center for Advancing Translational Sciences (NCATS))
GAA glycogen – qHTS Assay for Inhibitors and Activators of Human alpha-Glucosidase Cleavage of Glycogen; recombinant GAA, glycogen substrate, Amplex Red glucose oxidase fluorescence; 300,000 compounds, 0.38% hits; Potency, µM (doses to about 76.4 µM), for the others: top-dose activity change, negative = inhibition, hits mostly inhibitors; AID 2100, 2009; Lysosomal alpha-glucosidase (Homo sapiens), P10253; active means well fitted inhibition curve with a large enough effect; inconclusive means small, poorly fitted or top-dose-only effect, or another doubt; inactive means no such curve, though single readings can be large or run the other way;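 further: 0% = full enzyme reaction and -100% = no-enzyme basal signal; the screen sought inhibitors and activators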
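qHTS, 1536-well; enzyme 4 nM final; cpd up to 77 uM; substrate bovine liver glycogen 30 ug; 50 mM citrate/phosphate pH 5.0, 0.01% Tween-20; 37 C, 40 min; Amplex Red detection 45 min RT; Hill fit → AC50.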
* = called active by the depositor; ? = inconclusive; [ ] = another dose, or the depositor's remark. Potency means the concentration at half of the fitted maximal effect.

SMILES	GAA glycogen
COc1cccc(-c2cc(C(=O)N3CCN(C(=O)c4ccco4)CC3)[nH]n2)c1	5.5%[76.3 µM]
O=C(CSc1nnc(CNC(=O)c2ccc(F)cc2)o1)Nc1ccc2c(c1)OCO2	-6.2%[76.3 µM]
Cc1cc(OCC(=O)N2CCC(C(N)=O)CC2)c2c(C)c(C)c(=O)oc2c1	5.3%[76.3 µM]
Cc1ccn2c(c1)nc(=O)c1cc(S(=O)(=O)N3CCOCC3)ccc12	-2.5%[76.3 µM]
Cc1ccc2[nH]c(C(=O)N3CCN(C(c4ccccc4)c4ccccc4)CC3)cc2c1	-12.3%[76.3 µM]
COc1ccc(-c2cc3ccc(O)cc3oc2=O)cc1	0.6%[76.3 µM]
CCn1cc(C(=O)N[C@@H](CC(C)C)C(=O)NCCCn2ccnc2)c(=O)c2cc3c(cc21)OCO3	1.1%[76.3 µM]
CCOC(=O)Cn1cnc2scc(-c3ccccc3)c2c1=O	-20.8%[76.3 µM]
COc1ccc(-c2cc(=O)oc3cc(OC(C)C(=O)NC(Cc4c[nH]c5ccc(O)cc45)C(=O)O)ccc23)cc1 (stereo not drawn)	?
Cc1ccc(OCCCCN2CCCCC2)cc1	-4.2%[76.3 µM]
CN1CCc2c(sc(NC(=O)Cc3ccccc3)c2C(N)=O)C1	-6.7%[76.3 µM]
CCCC(C)NC(=O)C1c2ccccc2Oc2ccccc21 (stereo not drawn)	0.8%[76.3 µM]
CNC(=O)c1ccc(NC(=O)CC23CC4CC(CC(C4)C2)C3)cc1	0.2%
CN(C(=O)Cn1nc(Cl)ccc1=O)C1CCCN(Cc2ccccc2F)C1 (stereo not drawn)	7.7%[76.3 µM]
O=C(NNS(=O)(=O)c1ccccc1[N+](=O)[O-])c1cc2ccccc2cc1O	3.6%[76.3 µM]
O=C(CNC(=O)c1ccco1)NCC(=O)OCc1ccccc1Cl	1.8%
Nc1ccccc1C#CC(=O)c1ccccc1	5.2%
CCn1ccnc1C(O)c1cccc2ccccc12 (stereo not drawn)	-11.1%[76.3 µM]
O=C(O)c1cc([N+](=O)[O-])ccc1C(=O)Nc1cccc([N+](=O)[O-])c1	-5.0%[76.3 µM]
COc1ccccc1N(C(=O)c1ccco1)C(C(=O)NC1CCCC1)c1ccncc1 (stereo not drawn)	?
CCOC(=O)N1CCN(C(=O)c2ccc(CS(=O)c3ccccc3)o2)CC1 (stereo not drawn)	2.6%[76.3 µM]
Brc1cccc(Nc2nc(-c3cccnc3)cs2)c1	8.9%[76.3 µM]
CC(=O)Nc1c2c(nn1-c1ccccc1C)CS(=O)(=O)C2	3.3%
CCOC(=O)Cn1ccc(NC(=O)COc2ccc(F)cc2)n1	0.0%
CC(C)C(NS(=O)(=O)c1cccc(C(F)(F)F)c1)C(=O)N1CCc2ccccc2C1 (stereo not drawn)	0.8%

Overlap with the part before: three entries; new compounds follow.
SMILES	GAA glycogen
CC(=O)Nc1c2c(nn1-c1ccccc1C)CS(=O)(=O)C2	3.3%
CCOC(=O)Cn1ccc(NC(=O)COc2ccc(F)cc2)n1	0.0%
CC(C)C(NS(=O)(=O)c1cccc(C(F)(F)F)c1)C(=O)N1CCc2ccccc2C1 (stereo not drawn)	0.8%
Cn1c(CNC(=O)CNC(=O)c2cccc(F)c2)cc(=O)n(C)c1=O	-3.3%[76.3 µM]
CCOc1ccc(CCNC(=O)CCC(=O)N2CCOc3ccc(C)cc32)cc1OCC	-8.8%[76.3 µM]
COc1ccc(S(=O)(=O)N2CCC(C(=O)NCCc3c[nH]c4ccccc34)CC2)cc1	-3.9%
CC(C)N1CCc2c(sc(NC(=O)Cc3ccccc3)c2C(N)=O)C1	-4.0%[76.3 µM]
C/C=C(\C)CN1CCC(Oc2cc(C(=O)NC3CC3)ccc2OC)CC1	-7.7%[76.3 µM]
CC1Cc2c([nH]c3ccccc23)C(=O)N1 (stereo not drawn)	2.2%[76.3 µM]
O=C(Nc1ccc2nc3n(c(=O)c2c1)CCCC3)c1ccccc1F	0.8%
Cc1ccc(S(=O)(=O)N2CCOc3ccccc32)c(C)c1NS(C)(=O)=O	2.8%
C=CCN(C(=O)c1csnn1)C(C(=O)NC1CCCC1)c1ccccc1F (stereo not drawn)	3.3%
CCCN(CCC)CCCNC(=O)c1ccc(CS(=O)(=O)c2c(Cl)cccc2Cl)o1	-0.5%
CN(Cc1ccccc1)/C(=N/O)c1cccc(Cl)c1	?
Brc1ccc(/C=N/Nc2nc3ccccc3o2)cc1	?
Cc1ccc(C)c(N(C(=O)c2csnn2)C(C(=O)NC2CCCCC2)c2ccccn2)c1 (stereo not drawn)	-3.0%
COc1ccc(CCNC(=O)CN2c3cccc4cccc(c34)S2(=O)=O)cc1OC	1.9%
COc1cccc(CNC(=O)C2CCCN(c3ncnc4c3nc3n4CCCCC3)C2)c1 (stereo not drawn)	-8.8%[76.3 µM]
COc1ccc(S(=O)(=O)NC(C)C(=O)NCc2ccco2)cc1OC (stereo not drawn)	-1.1%[76.3 µM]
O=C(O)c1ccccc1C(=O)Nc1nc(-c2ccc3ccccc3c2)cs1	-22.4%[76.3 µM]
COc1cccc(C(=O)NCC(=O)NCc2cc(=O)n(C)c(=O)n2C)c1	1.6%[76.3 µM]
Cc1c(NC(=O)c2csc3c2CCCC3)c(=O)n(-c2ccccc2)n1C	-0.5%
CSc1sc(C(=O)N2CCc3ccccc32)cc1S(=O)(=O)C(C)C	-2.0%[76.3 µM]
CCN1CCCC1CNC(=O)c1cc(S(=O)(=O)N(C)C)ccc1Cl (stereo not drawn)	1.5%
COc1ccc(Br)c(-c2nnc(CS(=O)(=O)c3ccccc3)o2)c1	-7.1%
CCOC(=O)C1CCN(C2=NC(=O)/C(=C/c3ccccc3OC)S2)CC1	-2.6%
CCc1cc(=O)oc2cc(C)cc(OCC(=O)NCC3CCC(C(=O)O)CC3)c12 (stereo not drawn)	-5.6%[76.3 µM]
Cn1cc(S(=O)(=O)NC2CCCCCC2)c(=O)n(C)c1=O	-9.2%[76.3 µM]

Taken from the results shown for reference:
SMILES	GAA glycogen
CN(Cc1ccccc1)/C(=N/O)c1cccc(Cl)c1	?
Brc1ccc(/C=N/Nc2nc3ccccc3o2)cc1	?
Cc1ccc(C)c(N(C(=O)c2csnn2)C(C(=O)NC2CCCCC2)c2ccccn2)c1 (stereo not drawn)	-3.0%
COc1ccc(CCNC(=O)CN2c3cccc4cccc(c34)S2(=O)=O)cc1OC	1.9%
COc1cccc(CNC(=O)C2CCCN(c3ncnc4c3nc3n4CCCCC3)C2)c1 (stereo not drawn)	-8.8%[76.3 µM]
COc1ccc(S(=O)(=O)NC(C)C(=O)NCc2ccco2)cc1OC (stereo not drawn)	-1.1%[76.3 µM]

(further entries)
SMILES	GAA glycogen
CC(=O)N1CCc2cc(S(=O)(=O)N3CC(C)CC(C)C3)ccc21 (stereo not drawn)	0.4%[76.3 µM]
CC(=O)c1cccc(OCc2cc(C(=O)N(C)CCc3ccccn3)no2)c1	2.6%[76.3 µM]
COc1ccccc1CNC(=O)c1cc(C(C)=O)c[nH]1	4.3%
Cc1c(OCC(=O)N2CCC(C(=O)O)CC2)ccc2c3c(c(=O)oc12)CCCC3	-14.6%[76.3 µM]
Cc1ccc(-c2[nH]ncc2C(=O)c2ccc(Br)cc2)c(O)c1	-10.8%
Cc1cccc(N(CC(=O)N2CCCC2)S(C)(=O)=O)c1	4.9%[76.3 µM]
CN(C)C1=NC(=O)/C(=C/c2ccc(-c3ccc(S(N)(=O)=O)cc3)o2)S1	14.0%[76.3 µM]
Cc1ccc2oc(C(=O)N3CCN(c4cccc(C)n4)CC3)c(C)c2c1	7.2%[76.3 µM]
CC12CN(C(=O)c3cccc([N+](=O)[O-])c3)C3(C#N)CC1CCC23C (stereo not drawn)	5.1%[76.3 µM]
CCC(C)NC(=O)c1ccc(C)c(NC(=O)C2=C(C)OCCS2)c1 (stereo not drawn)	8.4%
O=C(CN1C(=O)NC2(CCCC2)C1=O)Nc1ccc(OC(F)(F)F)cc1	-1.5%
NC(=S)N/N=C/c1ccccc1OC(=O)/C=C/c1ccccc1	?
CC(C)c1ccc(OCC(=O)Nc2ccccc2C(=O)N2CCOCC2)cc1	-4.6%[76.3 µM]
COc1cc(/C=N/N2CCN(c3ccccc3OC)CC2)ccc1OC(C)=O	?
CS(=O)(=O)Nc1ccccc1C(=O)NCCSc1ccccc1	13.8%[76.3 µM]
COc1ccc(/C=C2/SC(=S)N(CC(=O)O)C2=O)cc1OCc1ccc(Cl)cc1	-10.3%[76.3 µM]
Cc1ccc(S(=O)(=O)NCCC2=CCCCC2)cc1C(N)=O	-13.3%[76.3 µM]
CCOC(=O)N1CCN(C2CCCN(C(=O)c3cccc(Cl)c3)C2)CC1 (stereo not drawn)	4.1%[76.3 µM]
Cc1coc2cc3oc(=O)c(CCC(=O)NCCCN4CCCC4=O)c(C)c3cc12	-2.7%[76.3 µM]
O=C(Nc1ccc2oc(-c3ccncc3)nc2c1)c1ccc([N+](=O)[O-])o1	-22.0%
COC(=O)c1ccccc1NC(=O)c1ccc2c(c1)OCCCO2	-9.0%[76.3 µM]
NC(=S)N/N=C/c1ccc(C23CC4CC(CC(C4)C2)C3)cc1	?
O=C(CN1CCOCC1)N/N=C/c1c(O)ccc2ccccc12	-3.4%[76.3 µM]
CN(C(=O)c1ccccc1)c1ccccc1C(=O)NCCc1ccccc1	1.5%[76.3 µM]
O=C1CN(S(=O)(=O)c2ccc([N+](=O)[O-])cc2)CC(=O)N1	-1.3%

3 entries out of the list above, arranged by their value in GAA glycogen, highest first:
SMILES	GAA glycogen
O=C1CN(S(=O)(=O)c2ccc([N+](=O)[O-])cc2)CC(=O)N1	-1.3%
O=C(CN1C(=O)NC2(CCCC2)C1=O)Nc1ccc(OC(F)(F)F)cc1	-1.5%
O=C(Nc1ccc2oc(-c3ccncc3)nc2c1)c1ccc([N+](=O)[O-])o1	-22.0%

(more compounds)
SMILES	GAA glycogen
Cc1ccc(C(=O)C(SC(C)(C)C)n2cncn2)cc1 (stereo not drawn)	-6.0%
NC(=O)C1CCN(C(=O)CCc2ccsc2)CC1	-3.3%[76.3 µM]
Cc1ccc(NS(=O)(=O)c2ccc(NC(=O)C3CC3)cc2)cc1C	0.1%[76.3 µM]
C=CCNC(=S)N1CCC(C(=O)c2ccc(Cl)cc2)CC1	-0.5%[76.3 µM]
COc1ccc(-c2cn[nH]c2-c2ccc(OC)cc2O)cc1	-10.6%
Cn1ccnc1C(OC(=O)c1ccccc1)C(F)(F)F (stereo not drawn)	-15.2%
O=C(Cc1ccc(Cl)cc1)Nc1ccccn1	-2.9%
O=C(CCC1CCCC1)NNC(=O)c1cc2ccccc2cc1O	3.9%
O=C(CN1CCOCC1)N/N=C/c1cccc2ccccc12	-0.8%[76.3 µM]
O=C(CSc1nnc(NC(=O)c2cccc(F)c2)s1)NC1CC1	1.9%[76.3 µM]
Cc1ccc(N2CCN(Cc3ccccc3)CC2=O)c(C)c1	-9.7%[76.3 µM]
O=C(CSc1nccn1Cc1ccco1)Nc1ccccc1C(F)(F)F	-9.2%[76.3 µM]
CCS(=O)(=O)c1ncc(Cl)c(C(=O)Nc2ccc(S(=O)(=O)N3CCC(C)CC3)cc2)n1	-0.3%[76.3 µM]
O=C(NCc1ccco1)C1CCN(C(=O)c2ccc([N+](=O)[O-])cc2)CC1	3.1%[76.3 µM]
Cc1nnc(SCC(=O)NC2CCCC2)n1C(C)C	-7.3%[76.3 µM]
COc1cccc(C2C(C(=O)c3ccc(C)o3)=C(O)C(=O)N2CCN2CCOCC2)c1OC (stereo not drawn)	-1.8%[76.3 µM]
O=C(Nc1ccccc1C(=O)Nc1ccccn1)c1ccccc1F	-2.5%[76.3 µM]
C[C@H](NC(=O)C1CCC(CNC(=O)[C@@H]2CCCN2C(=O)OC(C)(C)C)CC1)C(=O)O (stereo partly drawn)	3.8%
Cc1ccc(NC(=O)CSc2nc3ccccc3c(=O)n2CCCC(=O)NCC2CCCO2)cc1 (stereo not drawn)	-0.4%[76.3 µM]
O=c1c2c(-c3cccc([N+](=O)[O-])c3)ccnc2[nH]n1-c1ccccc1	-19.0%
CN(Cc1ccc(F)cc1)C(=O)C(c1ccccc1)c1ccccc1	2.1%
CC1=CC=CC2=NC(=O)CC(C)(C(=O)N(CC(=O)NC3CCCC3)c3ccc(F)cc3)N12 (stereo not drawn)	-2.0%
COc1ccccc1CN(CC(=O)NCc1ccc2c(c1)OCO2)C(=O)c1csnn1	1.3%
CSc1ccc(CN(C)C(=O)CNC(=O)CNS(=O)(=O)c2ccc(C)c(C)c2)cc1	-3.6%[76.3 µM]
Cc1ccc(CNC(=O)Cc2ccc(NC3=NC4CS(=O)(=O)CC4S3)cc2)cc1 (stereo not drawn)	-10.9%[76.3 µM]
SMILES	GAA glycogen
Cc1ccc(C)c(NC(=O)c2cc[n+](C)cc2)c1	0.8%[76.3 µM]
CC(Sc1nnc(COc2ccccc2)n1-c1ccccc1)C(=O)O (stereo not drawn)	-6.7%[76.3 µM]
COc1cc(NC(=O)C2CC(c3cccc(Br)c3)=NO2)cc(OC)c1OC (stereo not drawn)	-2.7%[76.3 µM]
CC(C)(O)CC[C@H](OC(=O)c1ccccc1)[C@](C)(O)[C@H]1CC[C@@]2(O)C3=CC(=O)[C@@H]4C[C@@H](O)[C@H](O)C[C@]4(C)C3CC[C@]12C (stereo partly drawn)	3.0%
CC(=O)Nc1ccc(S(=O)(=O)N2CCC(C(=O)NCc3ccco3)CC2)cc1	-3.4%[76.3 µM]
Cc1ccc2ccccc2c1NC(=O)c1ccco1	1.4%
COc1cc(/C=C2/NC(=O)NC2=O)ccc1OCC(=O)Nc1ccc(F)cc1	2.5%[76.3 µM]
Cc1cc(O)c(C(=O)/C=C/c2ccccc2O)c(=O)o1	-2.1%

A portion of the library. The share of hits here may be higher or lower than overall.
